Screening results deposited in PubChem BioAssay by National Center for Advancing Translational Sciences (NCATS).
SMN2 splice enh – qHTS Assay for Enhancers of SMN2 Splice Variant Expression; HEK293 SMN2-luciferase splicing reporter, luminescence, 30-36 h; Potency, µM (top dose mostly 46.1 µM), for the others: top-dose activity change, positive = activation, most hits filed as activators; 210,000 tested, 2.8% active; AID 1458, 2008; further: % of control where 0% means no effect; nearly all actives have a fitted effect of over 55% in size
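HEK293 cells carry an SMN2 […]–luciferase reporter in which exon 7 inclusion puts luciferase in frame. Cells were plated 10-12 h before compound addition, then incubated 30-36 h at 37C. ONE-Glo luminescence was read; sodium butyrate at 4.5 mM final served as control.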
Tau ThT inhib – qHTS for Inhibitors of Tau Fibril Formation, Thioflavin T Binding | Microtubule-associated protein tau (Homo sapiens), P10636 | recombinant tau K18 P301L, heparin-induced fibrillization, ThT fluorescence | Potency, µM (doses to about 57.4 µM), for the others: at the highest dose activity, negative = inhibition, usual class: inhibitors | 270,000 tested, 2.1% active | AID 1460, 2008; further: on the % scale 0 is the no-effect control and ±100 the full control effect; nearly all actives have a fitted effect of over 55% in size
Target sequence (P10636 561-689 P618L limits assumed): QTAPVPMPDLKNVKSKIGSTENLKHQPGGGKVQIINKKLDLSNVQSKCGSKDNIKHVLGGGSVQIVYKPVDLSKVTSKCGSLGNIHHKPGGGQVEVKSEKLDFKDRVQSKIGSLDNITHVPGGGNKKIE
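Fibril formation assay: tau K18 P301L at 15 uM with trace Alexa 594 label, heparin inducer 20 uM, pH 7 sodium acetate buffer, 37 C for 6 hr; endpoint ThT signal.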
ALDH1A1 inh – qHTS Assay for Inhibitors of Aldehyde Dehydrogenase 1 (ALDH1A1). Aldehyde dehydrogenase 1A1 (Homo sapiens), P00352. Purified ALDH1A1, NADH fluorescence, propionaldehyde substrate. Potency, µM (series often up to 75.3 µM), without a hit: top-dose activity, negative = inhibition, actives largely listed as inhibitors. 220,000 tested, 7.3% active; active means well fitted inhibition curve with a large enough effect, not every such curve was filed as active; inconclusive means small, poorly fitted or top-dose-only effect, or another doubt; inactive means no such curve, though single readings can be large or run the other way;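 further: plate controls were no enzyme wells and a reference inhibitor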
Target sequence (P00352 whole entry, looked up): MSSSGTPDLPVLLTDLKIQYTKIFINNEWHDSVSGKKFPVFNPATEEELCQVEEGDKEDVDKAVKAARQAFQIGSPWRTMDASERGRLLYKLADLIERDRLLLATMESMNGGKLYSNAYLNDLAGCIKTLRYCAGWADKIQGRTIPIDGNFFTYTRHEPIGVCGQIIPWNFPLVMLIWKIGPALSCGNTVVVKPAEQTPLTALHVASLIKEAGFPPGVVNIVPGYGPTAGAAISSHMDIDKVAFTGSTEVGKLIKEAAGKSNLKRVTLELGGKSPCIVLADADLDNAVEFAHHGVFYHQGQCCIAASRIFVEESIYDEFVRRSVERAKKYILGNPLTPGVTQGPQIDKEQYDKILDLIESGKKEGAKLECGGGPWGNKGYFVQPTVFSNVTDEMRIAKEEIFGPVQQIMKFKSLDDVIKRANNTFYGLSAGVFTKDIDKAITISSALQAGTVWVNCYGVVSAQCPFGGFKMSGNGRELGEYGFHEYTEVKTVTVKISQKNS
Tau FP inhib – qHTS for Inhibitors of Tau Fibril Formation, Fluorescence Polarization; Microtubule-associated protein tau (Homo sapiens), P10636; K18 P301L tau heparin fibrillization, Alexa594 FP, 6 h; Potency, µM (titrated, usually from 57.7 µM), without a hit: at the top dose activity, negative = inhibition, actives largely listed as inhibitors; 280,000 tested, 0.39% active; AID 1468, 2008; further: on the % scale 0 is the no-effect control and ±100 the full control effect; nearly all actives have a fitted effect of over 55% in size
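K18 P301L tau (15 uM unlabeled/0.24 uM Alexa 594-labeled, final) + compound + heparin 20 uM final; 100 mM NaOAc pH 7; 6 hr 37 C; ThT 30 uM final added, 1 hr RT; FP ex 555/em 632 nm.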
Tau fluor counter – Counterscreen qHTS for Inhibitors of Tau Fibril Formation, Fluorescence Polarization; tau K18 P301L Alexa594 fluorescence, heparin fibrillization; Potency, µM (titrated, usually from 57.7 µM), for inactives: top-dose activity change, negative = decrease; 280,000 tested, 0.93% active; further: on the % scale 0 is the no-effect control and ±100 the full control effect; nearly all actives have a fitted effect of over 55% in size
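Human tau K18 P301L (15 uM unlabeled, 0.24 uM Alexa 594-labeled) in 100 mM sodium acetate pH 7 with 20 uM heparin, 6 hr at 37 C. ThT 30 uM added, 1 hr ambient; Alexa 594 FP and total fluorescence read at 555/632 nm.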
HttQ103 aggreg – qHTS Multiplex Assay to Identify Dual Action Probes in a Cell Model of Huntington: Aggregate Formation (GFP). PC12 HttQ103-GFP aggregates, Acumen cytometry, 40 h. Potency, µM (doses to about 46.1 µM), without a hit: top-dose activity change, negative = inhibition, usual class: inhibitors. 220,000 tested, 1.1% active. AID 1688, 2009; further: on the % scale 0 is the no-effect control and ±100 the full control effect; nearly all actives have a fitted effect of over 60% in size
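Huntingtin Q103 exon 1–GFP aggregates in induced PC12 cells (100 nM tebufenozide) were quantified by cytometry from lysates, with compounds dosed in titration.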
JMJD2E inh – qHTS Assay for Inhibitors of Human Jumonji Domain Containing 2E (JMJD2E); Lysine-specific demethylase 4E (Homo sapiens), B2RXH2; AID 2147, 2009; Potency, µM (titrated, usually from 57.1 µM), inactives show at the top dose activity change, negative = inhibition, hits mostly inhibitors; JMJD2E catalytic domain, FDH-coupled NADH fluorescence (FDH is formaldehyde dehydrogenase); 230,000 tested, 1.6% active; active means well fitted inhibition curve with a large enough effect, not every such curve was filed as active; inconclusive means small, poorly fitted or top-dose-only effect, or another doubt; inactive means no such curve, though single readings can be large or run the other way;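 further: 0% = wells with enzyme and -100% = buffer wells without enzyme; nearly all actives have a fitted effect of over 50% in size; many of its hits are not listed in these tables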
Target sequence (B2RXH2 1-337 limits assumed): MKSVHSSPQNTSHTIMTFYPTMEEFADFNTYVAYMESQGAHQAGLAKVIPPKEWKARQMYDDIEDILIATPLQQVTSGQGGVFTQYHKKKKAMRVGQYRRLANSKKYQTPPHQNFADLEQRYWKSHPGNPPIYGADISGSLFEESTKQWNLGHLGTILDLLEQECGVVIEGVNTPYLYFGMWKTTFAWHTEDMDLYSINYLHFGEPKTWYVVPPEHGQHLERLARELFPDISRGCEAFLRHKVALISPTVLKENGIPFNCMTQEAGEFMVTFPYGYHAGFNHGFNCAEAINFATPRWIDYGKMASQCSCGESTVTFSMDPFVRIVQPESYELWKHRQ
HTT ATP protect – qHTS Multiplex Assay to Identify Dual Action Probes in a Cell Model of Huntington: Cytoprotection (ATP); PC12 HTT-Q103 induced, cytoprotection, ATP luminescence, 40 h; Potency, µM (doses to about 56.4 µM), for the others: cytoprotection (ATP increase), actives largely listed as activators; 230,000 tested, 0.14% active; AID 1471, 2008;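 further: % of control where 0% means no effect; nearly all actives have a fitted effect of over 45% in size; toxic huntingtin expression switched on by the ecdysone agonist tebufenozide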
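Compounds added alongside 100 nM tebufenozide, which induces toxic Q103 huntingtin exon 1-GFP in stable PC12 cells; surviving cells quantified by luminescent ATP measurement. Medium: phenol red-free DMEM, 5% equine and 5% calf serum.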
Numbers without * were called inactive; ? = inconclusive; . = no result given; & = joins results of further samples; [ ] = dose if it differs, or a comment. Unless noted, the call rests on the fitted dose curve; in most records, active means well fitted curve in the direction sought with a large enough effect; inconclusive means small, poorly fitted or top-dose-only effect, or another doubt; inactive means no such curve, though single readings can be large; an effect the other way counts as inactive or inconclusive. Potency means the concentration at half of the fitted maximal effect.

SMILES	SMN2 splice enh	Tau ThT inhib	ALDH1A1 inh	Tau FP inhib	Tau fluor counter	HttQ103 aggreg	JMJD2E inh	HTT ATP protect
Cc1cc(NC(=O)CSc2ccccn2)no1	3%	-4%	-3%	4%	2%	13%	-5%	4%
Cc1ccc(Cl)cc1NC(=O)/C(C#N)=C/c1c(C)n(Cc2ccccc2)c2ccccc12	1%	-23%	.	-13%	-24%	.	.	.
COc1ccc(NC(=O)C(c2ccc(C)cc2)N(C)C(=O)CC2NC(=O)NC2=O)cc1 (stereo unspecified)	-21%[1.84 µM]	-7%	-6%	7%	-8%	-5%	0%	4%[10 µM]
O=C1NC(NS(=O)(=O)c2ccccc2)(C(F)(F)F)C(=O)N1c1ccc(F)cc1 (stereo unspecified)	-12%&0%	-7%&-7%	11%	4%&6%	-11%&0%	-17%	-6%	16%[10 µM]
Cc1ccc(N=Nc2ccc(O)c3ncccc23)cc1	-91%[inhibitor]	?	19%	8%	-11%	?	-3%	-55%[inhibitor][10 µM]
COc1ccc(Cl)cc1S(=O)(=O)N1CCN(c2ccc(F)cc2)CC1	-47%[inhibitor]	-9%	0%	1%	?	3%	-7%	-2%
Cc1c(NC(=O)CCC(=O)N2CCOCC2)c(=O)n(-c2ccccc2)n1C	?	-4%	-7%	6%	0%	4%	5%	12%[1.9 µM]
O=C(/C=C/c1ccccn1)c1cc(Br)ccc1O	.	?	22µM*	9%	-6%	-13%[9.22 µM]	?	-1%[10 µM]
CCCCC(c1nnnn1CCOC)N1CCN(Cc2ccccc2)CC1 (stereo unspecified)	8%	-3%	-7%	3%	2%	5%	-3%	22%[10 µM]
CCc1cccc(C)c1NC(=O)Cn1ncc2c3ccccc3n(Cc3ccccc3)c2c1=O	-8%	12%	.	-2%	6%	.	.	.
Cc1c(Cl)ccc2sc(NC(=O)CN3C(=O)c4ccccc4C3=O)nc12	10%	-5%	7%	-6%	-7%	-18%	12%	.
CCOCCCNC(=O)C1CCCCN1S(=O)(=O)c1ccc(F)cc1 (stereo unspecified)	?	-12%	-4%	-11%	-7%	-1%	-1%	-13%
CC1(C)N=C(/C=N/O)CN1O	-7%	-5%	6%	0%	-2%	4%	-2%	-10%[0.074 µM]
Cn1ncc2c1ncn1nc(COc3ccc4ccccc4c3)nc21	-4%	?	5%	3%	8%	21%	3%	-3%[0.074 µM]
O=[N+]([O-])c1cc(-c2nnc(-c3ccccc3)o2)ccc1Oc1ccc(Cl)cc1	?	-7%	4%	3%	0%	-8%	4%	-4%[10 µM]
Cn1c2c(c(=O)n(C)c1=O)C(NC(=O)C(C)(C)C)(C(F)(F)F)C(=O)N2 (stereo unspecified)	2%	-5%	3%	2%	-13%	13%	-4%	-8%
O=Cc1sc(=O)n(Cc2cccc(C(=O)O)c2)c1Cl	.	13µM*	.	10µM*	-9%	1%[9.22 µM]	9%	20%[10 µM]
Cn1c(OCc2ccco2)nc2c1c(=O)n(Cc1ccc(Cl)c(Cl)c1)c(=O)n2C	-18%	?	25µM*	-2%	-8%	17%	-3%	6%[10 µM]
Cc1c(NC(=O)/C(C#N)=C/c2c(Oc3ccccc3)nc3ccccn3c2=O)c(=O)n(-c2ccccc2)n1C	-17%	-6%	-12%	9%	-8%	8%	6%	-2%[10 µM]
CN(C)/C=C(\C=O)c1cccc(Cl)c1	-4%	5%	-6%	3%	4%	-10%[9.22 µM]	-2%	-50%[inhibitor]
CCc1nnc(NC(=O)CSc2nc3[nH]ncc3c(=O)[nH]2)s1	-37%[inhibitor]	1%	-14%	-1%	-2%	-4%	-2%	-4%
Cc1ccc(-c2nnc(SCC(=O)NNC(=O)COc3cccc(C)c3)n2C)cc1	0%	-14%	2%	1%	-5%	3%	4%	8%
NC(=O)c1sc2nc3c(c(-c4ccccc4)c2c1N)CCC3	-11%	-18%	?	13%	-20%	7.1µM*	-24%	.
Cc1ccc2c(c1)C(c1ccncc1)=NNC(c1ccccc1)=N2	.	?	-4%	2%	-19%	-4%[9.22 µM]	-12%	-10%[10 µM]

An excerpt of these results, in markdown:
| structure | SMN2 splice enh | Tau ThT inhib | ALDH1A1 inh | Tau FP inhib | Tau fluor counter | HttQ103 aggreg | JMJD2E inh | HTT ATP protect |
| --- | --- | --- | --- | --- | --- | --- | --- | --- |
| Cn1c(OCc2ccco2)nc2c1c(=O)n(Cc1ccc(Cl)c(Cl)c1)c(=O)n2C | -18% | ? | 25µM* | -2% | -8% | 17% | -3% | 6%[10 µM] |
| Cc1c(NC(=O)/C(C#N)=C/c2c(Oc3ccccc3)nc3ccccn3c2=O)c(=O)n(-c2ccccc2)n1C | -17% | -6% | -12% | 9% | -8% | 8% | 6% | -2%[10 µM] |
| CN(C)/C=C(\C=O)c1cccc(Cl)c1 | -4% | 5% | -6% | 3% | 4% | -10%[9.22 µM] | -2% | -50%[inhibitor] |
| CCc1nnc(NC(=O)CSc2nc3[nH]ncc3c(=O)[nH]2)s1 | -37%[inhibitor] | 1% | -14% | -1% | -2% | -4% | -2% | -4% |
| Cc1ccc(-c2nnc(SCC(=O)NNC(=O)COc3cccc(C)c3)n2C)cc1 | 0% | -14% | 2% | 1% | -5% | 3% | 4% | 8% |
| NC(=O)c1sc2nc3c(c(-c4ccccc4)c2c1N)CCC3 | -11% | -18% | ? | 13% | -20% | 7.1µM* | -24% | . |
| Cc1ccc2c(c1)C(c1ccncc1)=NNC(c1ccccc1)=N2 | . | ? | -4% | 2% | -19% | -4%[9.22 µM] | -12% | -10%[10 µM] |

The listing continues.
SMILES	SMN2 splice enh	Tau ThT inhib	ALDH1A1 inh	Tau FP inhib	Tau fluor counter	HttQ103 aggreg	JMJD2E inh	HTT ATP protect
CC(C)C1NC(=S)N(Cc2ccccc2)C1=O (stereo unspecified)	-4%	-12%	?	-6%	-10%	2%	1%	-21%
CCCCSc1nnc(-c2ccc(NC(=O)CC)cc2)n1C	-3%	?	3%	2%	-12%	-7%	-5%	-34%
COc1ccc(S(=O)(=O)Cc2ccc(C(=O)NCCCN3CCc4ccccc4C3)o2)cc1	20%	-19%	-10%	-3%	-7%	3%	-10%	-2%
C[C@]12C=CC(=O)C=C1CC[C@@H]1[C@@H]2[C@@H](O)C[C@@]2(C)[C@H]1CC[C@]2(O)C(=O)COC(=O)CCC(=O)O	-20%	-10%	-3%	-1%	-6%	-15%	-2%	.
Cc1nnc(SCC(=O)N(C)CC(=O)Nc2ccc(F)cc2)n1Cc1ccccc1	-6%	-1%	-12%	-13%	1%	-2%	3%	2%[10 µM]
O=C(CCn1c(=O)sc2ccccc21)NCCC1=CCCCC1	4%	-14%	?	?	-6%	-11%	-21%	-5%
COc1ccccc1-n1cc(CN2CCN(C3CCCC3)C(CCO)C2)cn1 (stereo unspecified)	.	-1%	-4%	-13%	-2%	-4%[9.22 µM]	-14%	10%[10 µM]
CCn1c(/C=C/c2c(C)n(CC)c3ccccc23)nc2ccccc2c1=O	-16%	3%	4%	-1%	1%	19%	2%	-4%[1.9 µM]
O=C(CSc1nccc(-c2cccs2)n1)Nc1ccc(Cl)cc1	.	5%	?	?	?	7%[9.22 µM]	?	-7%[10 µM]
O=S1(=O)N=C2CCCCCN2C(c2ccccc2)N1 (stereo unspecified)	-11%	7%	-9%	6%	1%	16%	2%	.
O=c1nc2n(c3ccc(Br)cc13)CCS2	4%	-12%	?	-4%	-6%	5%	-5%	-19%[10 µM]
CC(=O)c1ccc(NC(=O)C(C)N(C)CC(=O)Nc2cccc(F)c2)cc1 (stereo unspecified)	4%	-1%	-3%	-5%	-11%	-12%	-18%	-33%[inhibitor]
CCN(C#N)c1nc(NC(C)C)nc(NC(C)C)n1	-11%	4%	-9%	3%	2%	6%	-8%	-5%[0.074 µM]
CC(=O)N1CCc2c(sc3c2c(=O)n(Cc2ccccc2)c(=O)n3Cc2ccc(C)cc2)C1	-7%	-5%	.	4%	-7%	.	.	.
CCN(CC)S(=O)(=O)c1ccc(N=NC2=C(O)CCCC2=O)cc1	.	-11%	?	-2%	-10%	27%	3%	-10%[10 µM]
COc1cccc2[nH]c3c(=O)n(CCCN4CCOCC4)cnc3c12	.	-2%	.	4%	-2%	-7%[9.22 µM]	?	17%[10 µM]
CCOc1ccc(-c2nnc(-c3cccs3)o2)cc1OCC	24%	-16%	?	-15%	-11%	32%	?	-14%
O=C(NCC1CC1)[C@@H]1C[C@H]1[C@@H](NP(=O)(c1ccccc1)c1ccccc1)c1ccccc1	23%&10%	-7%&-3%	8%&-6%	9%&1%	-12%&-9%	-10%	-2%&7%	1%
CCNC(=O)CCc1nc(-c2ccc(C)cc2)no1	.	?	.	-4%	-8%	-33%[9.22 µM]	-4%	-13%[10 µM]
CCOC(=O)c1cnc2c(C)cccc2c1NCc1ccco1	-18%	?	?	5%	-12%	-16%	?	-2%
COC(=O)C1(C(=O)OC)C[C@H]2CON=C2[C@H]1c1ccccc1	1%&5%	-2%&0%	3%&2%	?	-5%&-8%	.	1%&5%	-24%
Cc1cccc(NC(=O)CSc2nc(C)c(Cc3ccccc3)c(=O)[nH]2)c1C	3%	-1%&-7%	?	-5%&-8%	-2%&-7%	17%	14%	-6%
CC(=O)C1=C(O)C(=O)N(Cc2cccnc2)C1c1ccc(C)cc1 (stereo unspecified)	-3%	-3%	-9%	11%	0%	-13%	-26%	21%[10 µM]
COC(=O)c1ccc(NC(=O)CN2CCOCC2)cc1	5%	-13%	1%	10%	-1%	-5%	2%	-13%[0.074 µM]

An excerpt; count on the stated rates, not on these rows.
